# PAX8 inh HTS: inhibitors of PAX8-driven TPO luciferase reporter, primary screen, RMG-I cells, single concentration; 360,000 tested, 1.2% active; SteadyGlo, 24 h; inhibition, % at 12.6 µM; AID 652154, 2013;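 active = mean replicate inhibition at least 60% with every replicate also reaching 60%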;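 also: luciferase light reporting Pax8 driven TPO promoter activity; plate controls were median of neutral control wells for no effect and mitoxantrone controls for full effect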
# ARNT TACC3 PPI: disruptors of ARNT/TACC3 protein interaction, primary screen, biochemical, AlphaScreen, single concentration. Transforming acidic coiled-coil-containing protein 3 (Homo sapiens), Q9Y6A5. AlphaScreen His-ARNT PAS-B/GST-TACC3 binding, luminescence; TACC3 fragment carries E629A point mutation. inhibition, % at 9.99 µM. 390,000 tested, 0.66% active;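 active = mean inhibition of replicates at least 50% and at least half of replicates each reaching 50%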;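 also: 0% = complete ARNT plus TACC3 wells and 100% = ARNT alone without TACC3; many hits fall short of the cut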
# PGC1a acetyl inh: inhibitors of PGC1a acetylation signal, primary screen, cell-based, U2OS, AlphaScreen, inhibitor mode; 350,000 tested, 0.17% active; AlphaScreen anti-acetyl-lysine; with virally co-expressed GCN5 acetyltransferase; inhibition, % at 15.6 µM;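 active = every replicate shows inhibition of at least 40%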;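 also: 0% = neutral control wells and 100% = positive control wells; some results beyond the cut were filed as inactive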
# LGR2 inh: inhibitors of bursicon-induced LGR2 CRE-luciferase signal, primary screen, cell-based, HEK293, CRE-luciferase reporter, bursicon stimulation; inhibition, % at 9.99 µM; bursicon-stimulated, 4 h; AID 720647, 2013; 380,000 tested, 0.35% active;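 active = drop in luminescence signal, shown as inhibition above about 50% in the replicate tests, limit read from the data, passing the limit was not always enough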;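 also: agonist challenge used bursicon conditioned medium at about half maximal strength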
# INS-1E GSIS act: GLuc luminescence reporter in INS-1E cells, primary screen for activators of glucose-dependent secretion of insulin; AID 743287, 2014; INS-1E GLuc reporter insulin secretion, 2-3 h; 370,000 tested, 0.61% active; activation, % at 16.6 µM;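 active = lowest replicate activation of at least 40%, so every replicate reaches that level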;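 also: 0% = median of neutral control wells and 100% = median of IBMX positive control wells; some compounds called inactive have numbers as strong as hits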
# Numbers without * were called inactive; x = no result given. This is a subset. The share of hits here may be higher or lower than overall.
1. Cc1ccc(S(=O)(=O)NC[C@@H]2CC[C@H]3[C@H](CN3Cc3ccccc3C(=O)O)O2)cc1
2. CC(C)c1cn([C@H]2C[C@@H]3O[C@H](CO)CC[C@@H]3O[C@@H]2CCc2ccc(C#CC3CCCCC3)cc2)nn1
3. O=C(N[C@H]1C[C@@H]2O[C@H](CO)CC[C@@H]2O[C@@H]1CCc1ccc(C#CC2CC2)cc1)c1cccc(F)c1
4. O=C(N[C@@H]1C[C@@H]2O[C@H](CO)CC[C@@H]2O[C@@H]1CCc1ccc(-c2cccnc2)cc1)c1cccc(F)c1
5. CC1=CC(=O)Nc2ccccc2S1
6. CCOC(=O)CNC(=O)Cn1cnc2c(nnn2-c2ccc(C)cc2)c1=O
compound no. | 1 | 2 | 3 | 4 | 5 | 6
PAX8 inh HTS | -1 | -15 | 8 | 4 | x | x
ARNT TACC3 PPI | x | x | x | x | 6 | -17
PGC1a acetyl inh | -3 | -4 | 12 | -5 | x | x
LGR2 inh | x | x | x | x | -45 | -3
INS-1E GSIS act | x | x | x | x | x | x

7. O=c1c(C=NCCCn2ccnc2)c(-c2ccccc2)[nH]n1-c1nc2ccccc2s1
8. O=C(Cc1cccs1)Nc1ccon1
9. Cc1ccc(S(=O)(=O)N2CCOCC2)cc1C(=O)NCc1ccc2c(c1)OCO2
10. COc1ccc(-c2cc(C(=O)N3CCCc4ccccc43)no2)cc1OC
11. COC(=O)c1cccc(NC(=O)c2nn(C(C)C)c(=O)c3ccccc23)c1
12. COc1ccc(S(=O)(=O)NCc2ccncc2)cc1OC
compound no. | 7 | 8 | 9 | 10 | 11 | 12
PAX8 inh HTS | x | x | x | x | x | x
ARNT TACC3 PPI | 54* | 3 | -1 | -9 | 3 | -3
PGC1a acetyl inh | x | x | x | x | x | x
LGR2 inh | -7 | x | x | x | x | x
INS-1E GSIS act | x | 4 | 10 | 7 | 33 | 13

13. Cc1cc(NC(=O)CCC(=O)N(Cc2ccco2)C(C)(C)C(=O)NC2CCCCC2)no1
14. Cc1csc(NC(=O)CNS(=O)(=O)c2cccs2)n1
15. O=C(NC1CCCCC1)c1cc([N+](=O)[O-])ccc1N1CCCCC1
16. CCCn1c(=O)c(-c2ccccc2)c(O)c2ccccc21
17. Cc1cc(NC(=O)c2c([N+](=O)[O-])cnn2C)no1
18. CCN(Cc1cc2cc(OC)ccc2[nH]c1=O)C(=O)c1ccncc1
compound no. | 13 | 14 | 15 | 16 | 17 | 18
PAX8 inh HTS | x | x | x | x | x | x
ARNT TACC3 PPI | 2 | 20 | 3 | 2 | 15 | -6
PGC1a acetyl inh | x | x | x | x | x | x
LGR2 inh | x | x | x | x | x | x
INS-1E GSIS act | 5 | -7 | 3 | 21 | 10 | 13

19. CCOC(=O)Cn1nnnc1CN(Cc1cccs1)Cc1cc2cc(C)ccc2[nH]c1=O
20. O=C(COC(=O)c1cccc(S(=O)(=O)N2CCOCC2)c1)Nc1nc(-c2ccccc2Cl)cs1
21. CC(C)NC(=O)c1ccc2c(c1)nnn2C
22. COc1ccccc1NC1=NC(C)(C)N=C(N)N1
23. COc1ccc(-c2n[nH]c(=S)n2Cc2ccco2)cc1
24. O=C(NCCc1ccc(Cl)cc1)C1CCC(=O)N1Cc1ccccc1Cl (configuration not stated)
compound no. | 19 | 20 | 21 | 22 | 23 | 24
PAX8 inh HTS | x | x | x | x | x | x
ARNT TACC3 PPI | 2 | 2 | 0 | -4 | -3 | 2
PGC1a acetyl inh | x | x | x | x | x | x
LGR2 inh | x | x | x | x | x | x
INS-1E GSIS act | -10 | -23 | 9 | 18 | 5 | 2

25. Cc1cc(NC(=O)CCC2CCCCC2)no1
26. C/C(=N\NC(=O)CSCc1cccc(Br)c1)c1ccc([N+](=O)[O-])cc1
27. COC(=O)c1ccccc1NC(=O)C1CCCN(S(=O)(=O)c2ccccc2)C1 (configuration not stated)
28. CCOCCCNC(=O)c1c[nH]c2cc(C)ccc2c1=O
29. CCC(=O)Nc1ccc(C(=O)CSc2nnc(-c3ccc(O)cc3)n2CC2CCCO2)cc1 (configuration not stated)
30. Cc1cccc(C)c1NC(=O)Cn1c(=O)n(CCC(=O)NCc2ccco2)c(=O)c2sccc21
compound no. | 25 | 26 | 27 | 28 | 29 | 30
PAX8 inh HTS | x | x | x | x | x | x
ARNT TACC3 PPI | -7 | 1 | -1 | 1 | -6 | -3
PGC1a acetyl inh | x | x | x | x | x | x
LGR2 inh | x | x | x | x | x | x
INS-1E GSIS act | 9 | -15 | -13 | 22 | -1 | -5

31. Cc1cc(=O)[nH]c(SCC(=O)Nc2ccc(S(=O)(=O)N3CCOCC3)cc2)n1
32. CCc1ccc(-c2nn(-c3ccccc3)cc2C2SCC(=O)N2Cc2ccco2)cc1 (configuration not stated)
33. COc1cccc(-c2cc(C(=O)Nc3cc(C)on3)no2)c1
34. Cc1cc(N2CCN(C(=O)c3ccco3)CC2)n2nc(-c3cccc(Cl)c3)cc2n1
35. CCCCOc1ccc(S(N)(=O)=O)cc1
36. COc1ccccc1C(=O)CSc1n[nH]c(N)n1
compound no. | 31 | 32 | 33 | 34 | 35 | 36
PAX8 inh HTS | x | x | x | x | x | x
ARNT TACC3 PPI | -3 | 3 | -2 | -6 | -2 | 1
PGC1a acetyl inh | x | x | x | x | x | x
LGR2 inh | x | x | x | x | x | x
INS-1E GSIS act | 2 | 11 | 73* | -22 | 23 | 48

37. CCCNC(=O)Nc1ccc2c(c1)OC[C@H](C)N(CC1CCCC1)C[C@H](C)[C@@H](OC)CN(C)C2=O
38. CCn1cc(C(=O)NCCc2ccc(C)cc2)c(=O)c2cc(S(=O)(=O)N(C)C)ccc21
39. CCCCCCCCN1C(=O)[C@H](CC(=O)NCCC(C)C)C[C@@]2(C(=O)OCC)CCC=C12
40. C[C@@H]1CN(c2ccc(N3CCNC[C@H]3C)cc2C#N)C[C@H](C)O1
41. Cc1cc(Br)cn2c(Cc3ccccc3)c(C3CCCCC3)nc12
42. Cn1c(=O)c2c(nc(/C=C/c3cccc(Cl)c3)n2C)n(C)c1=O
compound no. | 37 | 38 | 39 | 40 | 41 | 42
PAX8 inh HTS | x | -3 | 11 | -15 | 26 | 11
ARNT TACC3 PPI | x | x | x | x | x | x
PGC1a acetyl inh | -3 | x | x | x | x | x
LGR2 inh | -7 | -2 | 21 | -11 | -7 | -4
INS-1E GSIS act | x | x | x | x | x | x

43. O=C(C(=O)N1CCN(C(=O)Cc2ccccc2)CC1)c1cccc(C(F)(F)F)c1
44. CC(C)CC1NC(=O)c2ccccc2-n2c1nc1ccccc1c2=O (configuration not stated)
45. COC(=O)Cc1nnn2c1[C@H](C)[C@H](c1ccccc1Br)OC[C@H](C)C2
46. CCOc1ccc(CCN2C(=O)C(=O)N([C@@H](CC(C)C)CN3CCC[C@H]3CN3C(=O)C(=O)NC[C@@H]3Cc3ccccc3)C[C@@H]2Cc2ccccc2)cc1
47. COC(=O)[C@]12C[C@H](CC(=O)N3CCC(c4ccccc4)CC3)C(=O)N(Cc3ccc4c(c3)OCO4)C1=C[C@H](COCc1ccccc1)O[C@@H]2C
48. CCOC(=O)N[C@H](C(=O)N1CCC[C@H]1C(=O)NCCc1ccccc1Cl)c1ccccc1
compound no. | 43 | 44 | 45 | 46 | 47 | 48
PAX8 inh HTS | 8 | -9 | -21 | 27 | 32 | -1
ARNT TACC3 PPI | x | x | x | x | x | x
PGC1a acetyl inh | x | x | x | x | x | x
LGR2 inh | -11 | 13 | 1 | -1 | -28 | -17
INS-1E GSIS act | x | x | x | x | x | x

49. O=C(CC1CCCC1)N[C@H](C(=O)N1CCC[C@H]1C(=O)NCc1ccccc1)c1ccccc1
50. CN1CCCCC(NC(=O)CCl)C1=O (configuration not stated)
51. O=C(N[C@H](C(=O)N1CCC[C@H]1C(=O)NC1CCCC1)C1CCCCC1)C1CCCC1
52. O=C(Nc1ccccc1)Nc1scc2c1c(=O)oc1ccccc12
53. COC(=O)[C@]12C[C@H](CC(=O)NCC34CC5CC(CC(C5)C3)C4)C(=O)N(CCC3=CCCCC3)C1=C[C@H](COCc1ccccc1)O[C@@H]2C
54. O=C(N[C@H](Cc1ccccc1)C(=O)N1CCN(c2ncccn2)CC1)[C@H]1O[C@@H](n2ccc(=O)[nH]c2=O)[C@H](O)[C@@H]1O
compound no. | 49 | 50 | 51 | 52 | 53 | 54
PAX8 inh HTS | -11 | -1 | -3 | -38 | -12 | 9
ARNT TACC3 PPI | x | x | x | x | x | x
PGC1a acetyl inh | x | x | x | x | x | x
LGR2 inh | -19 | 5 | -9 | -55 | -6 | -8
INS-1E GSIS act | x | x | x | x | x | x

55. CC(C)CC1NC(=O)c2cc(Cl)ccc2-n2c1nc1ccc(F)cc1c2=O (configuration not stated)
56. C[C@H](O)[C@@H]1CN2CCc3c([nH]c4ccccc34)[C@@H]2C[C@@H]1N(C)CC1CCCCC1
57. CCCN(C)C1CN(Cc2cn(Cc3ccccc3)nn2)S(=O)(=O)C1 (configuration not stated)
58. CCOC(=O)[C@]12CCC=C1N(Cc1cccc3ccccc13)C(=O)[C@H](CC(=O)NCCCCc1ccccc1)C2
59. C#CCNC(=O)C[C@H]1C[C@@]2(C(=O)OC)C(=C[C@H](C(C)C)O[C@@H]2C2CC2)N(Cc2ccccc2)C1=O
60. COC(=O)[C@@]12C[C@@H](CC(=O)NCc3cccs3)C(=O)N(CCc3ccc(OC)c(OC)c3)C1=CCC(C)(C)C2
compound no. | 55 | 56 | 57 | 58 | 59 | 60
PAX8 inh HTS | -37 | -8 | -35 | 23 | -7 | -6
ARNT TACC3 PPI | x | x | x | x | x | x
PGC1a acetyl inh | x | x | x | x | x | x
LGR2 inh | 7 | -20 | 22 | -7 | 0 | 9
INS-1E GSIS act | x | x | x | x | x | x

61. CCOC(=O)[C@]12CCCC=C1N(CCC1=CCCCC1)C(=O)[C@H](CC(=O)N1CCOCC1)C2
62. COCc1cc(N2CCN(C(=O)OC(C)(C)C)C[C@H]2C)ccc1N1C[C@@H](C)O[C@@H](C)C1
63. CSCc1cc(C(=O)NCCN2CCOCC2)c(N)s1
64. CCOC(=O)C1=C(C(=O)OCC)C2N(Cc3ccc(Br)cc3)c3ccccc3[C@@]23C[C@@H](C(=O)OC)N(S(=O)(=O)c2ccc(Br)cc2)C3=N1 (some centres not stated)
65. CN(C(=O)COC(=O)/C=C/c1ccccc1)C1CCS(=O)(=O)C1 (configuration not stated)
66. CC(C)C[C@H](NC(=O)[C@@H](O)[C@H](N)Cc1ccccc1)C(=O)O
compound no. | 61 | 62 | 63 | 64 | 65 | 66
PAX8 inh HTS | -11 | -8 | 15 | 25 | -5 | 11
ARNT TACC3 PPI | x | x | x | x | x | x
PGC1a acetyl inh | x | x | x | x | x | x
LGR2 inh | 11 | -10 | 6 | -16 | 5 | 8
INS-1E GSIS act | x | x | x | x | x | x

67. COc1cc2c(cc1OCc1ccccc1)/C(=C/C(=O)OCc1ccccc1)OC2
68. COC(=O)C1=C(C)N(Cc2cccc(C(F)(F)F)c2)C(=NCc2ccc(OC)cc2)NC1c1cccc(C(F)(F)F)c1 (configuration not stated)
69. O=C1C(=C(c2ccccc2)N2CCOCC2)Cc2ccccc21
70. CCOC(=O)[C@]12CCCC=C1N(Cc1ccc3c(c1)OCO3)C(=O)[C@H](CC(=O)NCc1cccs1)C2
71. CCOC(=O)[C@]12CCCC=C1N(Cc1ccco1)C(=O)[C@H](CC(=O)NCCCCc1ccccc1)C2
72. C=CCN=C1NC(c2ccccc2C(F)(F)F)C(C(=O)OC)=C(C)N1Cc1ccccc1C(F)(F)F (configuration not stated)
compound no. | 67 | 68 | 69 | 70 | 71 | 72
PAX8 inh HTS | 3 | 77* | 113* | -10 | 23 | 10
ARNT TACC3 PPI | x | x | x | x | x | x
PGC1a acetyl inh | x | x | x | x | x | x
LGR2 inh | -10 | 11 | 107* | 8 | 8 | 3
INS-1E GSIS act | x | x | x | x | x | x

73. COC(=O)C1=C(C)N(Cc2ccc(Cl)cc2)C(=S)NC1c1cccc(F)c1 (configuration not stated)
74. C=CCN=C1NC(c2cccc(Cl)c2)C(C(=O)OC)=C(C)N1Cc1ccc(C(F)(F)F)cc1 (configuration not stated)
75. COC(=O)CC#C[C@@H](C)[C@H](NS(=O)(=O)c1ccc(C)cc1)C(C)(C)C
76. CC(C)C[C@H](NC(=O)c1nccs1)C(=O)N1CCC[C@H]1C(=O)NCc1ccccc1
compound no. | 73 | 74 | 75 | 76
PAX8 inh HTS | -28 | -3 | 12 | -14
ARNT TACC3 PPI | x | x | x | x
PGC1a acetyl inh | x | x | x | x
LGR2 inh | 15 | 17 | 3 | -9
INS-1E GSIS act | x | x | x | x

# Bioassay records (PubChem BioAssay)
